# Screening results (PubChem)
# ALDH1A1 inh – qHTS Assay for Inhibitors of Aldehyde Dehydrogenase 1 (ALDH1A1); Aldehyde dehydrogenase 1A1 (Homo sapiens), P00352; Purified ALDH1A1, NADH fluorescence, propionaldehyde substrate; Potency, µM (highest dose often 75.3 µM), without a hit: top-dose activity, negative = inhibition, usual class: inhibitors; 7.3% of 220,000 active; active means well fitted inhibition curve with a large enough effect, not every such curve was filed as active; inconclusive means small, poorly fitted or top-dose-only effect, or another doubt; inactive means no such curve, though single readings can be large or run the other way;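 further: plate controls were no enzyme wells and a reference inhibitor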
# Target sequence (P00352 whole entry, looked up): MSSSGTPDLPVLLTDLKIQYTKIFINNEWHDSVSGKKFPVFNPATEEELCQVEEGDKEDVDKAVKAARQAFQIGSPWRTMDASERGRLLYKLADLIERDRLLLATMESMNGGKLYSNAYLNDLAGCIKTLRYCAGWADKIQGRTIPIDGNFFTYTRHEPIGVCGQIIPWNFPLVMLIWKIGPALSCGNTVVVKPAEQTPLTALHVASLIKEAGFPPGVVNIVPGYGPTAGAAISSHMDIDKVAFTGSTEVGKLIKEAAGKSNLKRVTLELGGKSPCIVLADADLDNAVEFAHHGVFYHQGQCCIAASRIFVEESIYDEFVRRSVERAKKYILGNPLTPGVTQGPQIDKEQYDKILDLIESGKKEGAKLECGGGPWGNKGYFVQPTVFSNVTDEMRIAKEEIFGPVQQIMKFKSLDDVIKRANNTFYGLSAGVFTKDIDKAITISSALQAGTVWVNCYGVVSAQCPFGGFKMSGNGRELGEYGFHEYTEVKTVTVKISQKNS
# Tau ThT inhib – qHTS for Inhibitors of Tau Fibril Formation, Thioflavin T Binding | AID 1460, 2008 | recombinant tau K18 P301L, heparin-induced fibrillization, ThT fluorescence | 2.1% of 270,000 active | Microtubule-associated protein tau (Homo sapiens), P10636 | Potency, µM (top dose mostly 57.4 µM), inactives show top-dose activity, negative = inhibition, usual class: inhibitors; further: on the % scale 0 is the no-effect control and ±100 the full control effect; nearly all actives have a fitted effect of over 55% in size
# Target sequence (P10636 561-689 P618L limits assumed): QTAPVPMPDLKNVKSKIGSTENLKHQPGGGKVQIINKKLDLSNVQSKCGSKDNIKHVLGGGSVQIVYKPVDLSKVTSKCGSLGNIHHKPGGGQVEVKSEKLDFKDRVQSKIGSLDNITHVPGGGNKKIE
#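 K18 P301L tau (15 uM + 0.24 uM Alexa 594-tagged), heparin 20 uM, NaOAc pH 7, 6 h 37 C; ThT 30 uM, 1 h RT, ex 450/em 510 nm.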
# SMN2 splice up – qHTS Assay for Enhancers of SMN2 Splice Variant Expression | 2.8% of 210,000 active | Potency, µM (series often up to 46.1 µM), inactives show top-dose activity change, positive = activation, hits mostly activators | HEK293 SMN2-luciferase splicing reporter, luminescence, 30-36 h; further: % of control where 0% means no effect; nearly all actives have a fitted effect of over 55% in size
#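 HEK293 cells carry an SMN2 minigene-luciferase reporter in which exon 7 inclusion puts luciferase in frame. Cells were seeded at 2000 cells/well, attached for 10-12 hours, then exposed to compounds for 30-36 hours at 37C before ONE-Glo luminescence.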
# HTT cytoprotect – qHTS Multiplex Assay to Identify Dual Action Probes in a Cell Model of Huntington: Cytoprotection (ATP); Potency, µM (doses to about 56.4 µM), for inactives: cytoprotection (ATP increase), hits mostly activators; PC12 HTT-Q103 induced, cytoprotection, ATP luminescence, 40 h; 0.14% of 230,000 active; AID 1471, 2008;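 further: % of control where 0% means no effect; nearly all actives have a fitted effect of over 45% in size; toxic huntingtin expression switched on by the ecdysone agonist tebufenozide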
#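 Quantitative HTS on tebufenozide-induced (100 nM) PC12 cells expressing HTTQ103 exon 1–GFP; compounds tested as a concentration series; survival measured via cellular ATP.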
# KDM4E inh – qHTS Assay for Inhibitors of Human Jumonji Domain Containing 2E (JMJD2E). Lysine-specific demethylase 4E (Homo sapiens), B2RXH2. JMJD2E catalytic domain, FDH-coupled NADH fluorescence (FDH is formaldehyde dehydrogenase). Potency, µM (series often up to 57.1 µM), inactives show at the highest dose activity change, negative = inhibition, usual class: inhibitors. 1.6% of 230,000 active. AID 2147, 2009; active means well fitted inhibition curve with a large enough effect, not every such curve was filed as active; inconclusive means small, poorly fitted or top-dose-only effect, or another doubt; inactive means no such curve, though single readings can be large or run the other way;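 further: 0% = wells with enzyme and -100% = buffer wells without enzyme; nearly all actives have a fitted effect of over 50% in size; many of its hits are not listed in these tables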
# Target sequence (B2RXH2 1-337 limits assumed): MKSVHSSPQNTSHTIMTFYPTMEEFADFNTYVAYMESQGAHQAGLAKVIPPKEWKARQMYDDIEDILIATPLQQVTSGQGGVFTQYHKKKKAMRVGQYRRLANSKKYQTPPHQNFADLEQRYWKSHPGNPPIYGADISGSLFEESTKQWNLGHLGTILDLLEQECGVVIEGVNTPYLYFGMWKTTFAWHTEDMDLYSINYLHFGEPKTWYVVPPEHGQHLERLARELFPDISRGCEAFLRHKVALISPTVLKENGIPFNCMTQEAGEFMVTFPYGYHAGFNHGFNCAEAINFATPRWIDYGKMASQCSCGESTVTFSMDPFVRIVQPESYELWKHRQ
# Tau fluor cs – Counterscreen qHTS for Inhibitors of Tau Fibril Formation, Fluorescence Polarization; tau K18 P301L Alexa594 fluorescence, heparin fibrillization; Potency, µM (titrated, usually from 57.7 µM), inactives show at the highest dose activity change, negative = decrease; 0.93% of 280,000 active; AID 1463, 2008; further: on the % scale 0 is the no-effect control and ±100 the full control effect; nearly all actives have a fitted effect of over 55% in size
#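 Human tau K18 P301L (15 uM unlabeled, 0.24 uM Alexa 594-labeled) in 100 mM sodium acetate pH 7 with 20 uM heparin, 6 hr at 37 C. ThT 30 uM added, 1 hr ambient; Alexa 594 FP and total fluorescence read at 555/632 nm.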
# HttQ103 aggreg – qHTS Multiplex Assay to Identify Dual Action Probes in a Cell Model of Huntington: Aggregate Formation (GFP); PC12 HttQ103-GFP aggregates, Acumen cytometry, 40 h; Potency, µM (series often up to 46.1 µM), for inactives: at the highest dose activity change, negative = inhibition, actives largely listed as inhibitors; 1.1% of 220,000 active; AID 1688, 2009; further: on the % scale 0 is the no-effect control and ±100 the full control effect; nearly all actives have a fitted effect of over 60% in size
#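 Multiplexed with ATP-based cell death, this channel scores GFP aggregates in PC12 cells expressing inducible HTTex1-Q103-GFP. Induction used 100 nM tebufenozide; compounds were tested in concentration series.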
# Tau FP inhib – qHTS for Inhibitors of Tau Fibril Formation, Fluorescence Polarization; Microtubule-associated protein tau (Homo sapiens), P10636; K18 P301L tau heparin fibrillization, Alexa594 FP, 6 h; Potency, µM (highest dose often 57.7 µM), for the others: top-dose activity, negative = inhibition, most hits filed as inhibitors; 0.39% of 280,000 active; further: on the % scale 0 is the no-effect control and ±100 the full control effect; nearly all actives have a fitted effect of over 55% in size
#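 Human K18 P301L fragment (15 uM unlabeled plus 0.24 uM Alexa 594-labeled) in 100 mM sodium acetate pH 7 with compound, aggregation induced by 20 uM heparin for 6 hr at 37 C. ThT (30 uM) added for 1 hr, then Alexa 594 FP read.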
# An asterisk follows results filed as active; ? = inconclusive; . = not tested or not shown; [ ] = dose if it differs, or a comment. Unless noted, the call rests on the fitted dose curve; in most records, active means well fitted curve in the direction sought with a large enough effect; inconclusive means small, poorly fitted or top-dose-only effect, or another doubt; inactive means no such curve, though single readings can be large; an effect the other way counts as inactive or inconclusive. Potency means the concentration at half of the fitted maximal effect. A portion of the library; count on the stated rates, not on these rows.
SMILES	Tau FP inhib	Tau ThT inhib	SMN2 splice up	Tau fluor cs	HttQ103 aggreg	ALDH1A1 inh	HTT cytoprotect	KDM4E inh
CCC(C)c1ccccc1NC(=O)Cc1coc2cc3c(cc12)CCC3 (stereo not given)	-1%	-7%	-30%	-7%	9%	-5%	11%[10 µM]	-4%
C=CCSc1nc2ccccc2c(=O)n1C1CCOC(C)(C)C1 (stereo not given)	-4%	-13%	.	-15%	-4%[9.22 µM]	.	9%[10 µM]	0%
Cc1c(C)n(C(=O)CN2CCC(C)CC2)c2ccccc12	-4%	?	11%	-12%	22%	-4%	-9%	5%
Cc1cc(C)nc(Nc2n[nH]c(-c3ccccc3N)n2)n1	5%	-12%	.	-7%	-11%[9.22 µM]	.	-32%[10 µM]	?
COc1ccc(C2C3=C(CC(C)(C)CC3=O)Oc3ncn(Cc4ccco4)c(=N)c32)cc1 (stereo not given)	1%	-12%	0%	-8%	29%	-8%	-20%	0%
CC(C)(C)c1ccc(S(=O)(=O)N2CCC(CO)(CC3CCCCO3)CC2)cc1 (stereo not given)	8%	?	.	-16%	10%[9.22 µM]	0.32µM*	17%[10 µM]	2%
Cc1cc(NS(=O)(=O)c2ccc(NC(=O)COc3cc(C)c(Br)cc3C(C)C)cc2)no1	?	?	-5%	-11%	.	.	.	.
CCN(CC)CCN(CC(=O)N(C1CCCCC1)C1CCCCC1)C(=O)c1cccnc1	-6%	-9%	.	-9%	-7%[9.22 µM]	-2%	9%[10 µM]	-7%
O=C(CSc1ccc(-c2ccc(F)cc2)nn1)N1CCOCC1	5%	0%	-24%	-4%	-9%	0%	-37%[inhibitor]	-6%
O=C(O)c1cc(N/N=C/c2ccc(N3CCOCC3)s2)ccc1Cl	?	11µM*	?	?	11%	2.8µM*	2%[10 µM]	?

# Just Tau ThT inhib (3 entries from above):
Structure,Tau ThT inhib
COc1ccc(C2C3=C(CC(C)(C)CC3=O)Oc3ncn(Cc4ccco4)c(=N)c32)cc1 (stereo not given),-12%
CC(C)(C)c1ccc(S(=O)(=O)N2CCC(CO)(CC3CCCCO3)CC2)cc1 (stereo not given),?
Cc1cc(NS(=O)(=O)c2ccc(NC(=O)COc3cc(C)c(Br)cc3C(C)C)cc2)no1,?

# Some of these compounds in order of their number in Tau FP inhib, rising:
Molecule | Tau FP inhib
Cc1c(C)n(C(=O)CN2CCC(C)CC2)c2ccccc12 | -4%
CCC(C)c1ccccc1NC(=O)Cc1coc2cc3c(cc12)CCC3 (stereo not given) | -1%
O=C(CSc1ccc(-c2ccc(F)cc2)nn1)N1CCOCC1 | 5%
CC(C)(C)c1ccc(S(=O)(=O)N2CCC(CO)(CC3CCCCO3)CC2)cc1 (stereo not given) | 8%

# (continued)
SMILES	Tau FP inhib	Tau ThT inhib	SMN2 splice up	Tau fluor cs	HttQ103 aggreg	ALDH1A1 inh	HTT cytoprotect	KDM4E inh
CCCCn1c(CNC(=O)C23CC4CC(CC(C4)C2)C3)nnc1SC(C)CC (stereo not given)	-4%	-9%	-27%	-1%	-10%	-9%	-13%[10 µM]	-3%
Cc1ccc(NC(=O)CCC(=O)NNC(=O)c2cccs2)c(C)c1	-1%	-12%	-14%	-2%	9%	9%	-14%	-6%
CCOc1ccc(C2C(C#N)=C(N)N3C(=C2C#N)Sc2ccccc23)cc1 (stereo not given)	1%	?	-11%	-14%	7%	?	0%	?
COc1ccccc1CNCC(=O)Nc1ccc(C(F)(F)F)cc1	-8%	.	.	-5%	10%[9.22 µM]	.	-3%[10 µM]	-27%
Cc1ccc(-n2c(Cc3cccs3)nnc2SCC(=O)Nc2ccc(S(N)(=O)=O)cc2)cc1	6%	-9%	-3%	-15%	-6%	?	-18%	-1%
CN(C)/C=C/C(=O)c1cnc(-c2ccccn2)s1	0%	?	11µM*	-15%	10%	?	-10%[10 µM]	-8%
CC(C)=C(NC(=O)c1ccccc1)C(=O)NCCCC(=O)O	-1%	2%	1%	1%	14%	3%	9%	6%
CCOc1ccc(N=C(C)c2ccccc2O)cc1	-1%	-6%	3%	1%	4%	-3%	.	?
COc1ccccc1/C=C/C=N/N1CCN(Cc2cccc3ccccc23)CC1	7%	-16%	-27%	-23%	-4%	6%	-12%	5%
Clc1ccc(OCCn2ccnc2)c(Br)c1	4%	-17%	-9%	-16%	-1%	?	-4%	-22%
COc1ccc(OCC(=O)Nc2ccccc2O)cc1	3%	?	-7%	-20%	-16%	1%	-25%	1%
Nc1ccccc1Nc1ccccc1	1%	?	16%	-29%	-26%	?	29%	?
COc1cc(O)c(C(CC(=O)N2CCOCC2)c2ccc(N(C)C)cc2)c(OC)c1 (stereo not given)	5%	-2%	.	-1%	-8%[9.22 µM]	.	4%[10 µM]	4%
O=C(CCCn1c(SCC(=O)c2ccc(F)cc2)nc2ccccc2c1=O)NCc1ccco1	?	1%	-22%	-8%	10%	-2%	-23%	0%
O=C(NCc1ccccc1)c1cc[n+](CC(=O)c2cccs2)cc1	-7%	-14%	.	-13%	-5%[9.22 µM]	.	11%[10 µM]	-3%
O=c1cc(N2CCCCC2)c(-c2ccccc2)nn1Cc1cccc(F)c1	2%	-9%	-24%	-4%	?	-7%	-34%[inhibitor]	-6%
CCc1ccc(/C=C2\SC(N3CCCC3)=NC2=O)cc1	5%	-5%	-38%[inhibitor]	-14%	16%	1%	-22%	-6%
COc1ccc(Nc2nc3cc(Cl)c(Cl)cc3n3cnnc23)cc1Cl	-3%	-20%	5%	?	.	.	.	.
COc1ccccc1CNC(=O)C(C)Sc1ccc(C)cc1 (stereo not given)	7%	-3%	.	2%	-35%[9.22 µM]	3%	-25%[10 µM]	-4%
CCN(C(=O)c1cccc(F)c1)c1ccccc1C	2%	2%	30%	2%	7%	8%	-1%[0.074 µM]	2%
COC(=O)C1CC(=O)N(CCc2c[nH]c3ccccc23)C1 (stereo not given)	2%	2%	27%	-9%	-4%	-4%	-11%	-2%
O=C(CN1C(=O)NC2(CCCCC2)C1=O)Nc1ccccc1Cl	-3%	-15%	-5%	-10%	-9%	4%	10%	17%
CCCCOC(=O)Nc1ccc(C(C)C)cc1	-7%	-18%	14µM*	-17%	5%	2%	-7%[10 µM]	10%
COc1cc(OC)cc(C(=O)Nc2nc3ccccc3[nH]2)c1	8%	?	?	-18%	-22%	12%	-32%	-9%
Cc1ccc(Oc2nsnc2N2CCOCC2)cc1	1%	-3%	-6%	-5%	-13%	4%	-17%[10 µM]	-1%
Cc1nc(=O)c(-c2ccccc2)c(C)n1CCCO	-6%	-2%	-7%	-2%	-6%	3%	-9%[0.074 µM]	-2%
CCc1ccc(N(CC(=O)Nc2sc3c(c2C(=O)OC)CCCC3)S(C)(=O)=O)cc1	-8%	-1%	3%	-18%	-4%	?	8%[10 µM]	?
Cc1ccc(-c2cc(C(F)F)nc(N3CCC(C)CC3)n2)cc1	-3%	-15%	4%	-14%	-12%	?	-5%[10 µM]	?
Cc1cccc(NC(=O)CCC(=O)Nc2nnc(C(F)(F)F)s2)c1	4%	11%	.	2%	0%[9.22 µM]	.	21%[10 µM]	7%
COc1cccc(/C=C(/C#N)c2ccc(F)cc2)c1OCc1cccc(C(=O)O)c1	7%	8%	.	4%	8%	13µM*	-5%[10 µM]	2%
CC(OC(=O)c1ccncc1)C(=O)Nc1cccc([N+](=O)[O-])c1 (stereo not given)	-7%	-9%	12%	-11%	-7%	4%	-4%	-14%
Cc1cc(C)n(C(=O)CSc2ccc(Cl)cc2)n1	-1%	1%	-6%	4%	-15%	8%	2%	-3%
Cc1oc(-c2cc3c(cc2Cl)OCO3)nc1CN1CCCC(C(=O)N2CCOCC2)C1 (stereo not given)	-8%[2.34 µM]	4%	.	-4%	16%[9.22 µM]	1µM*	15%[10 µM]	8%
O=C(CO/N=C/c1ccccc1Cl)N1CCCc2ccccc21	1%	-14%	.	-10%	-6%	?	3%[10 µM]	0%
O=C(c1cccs1)c1cn(CC(=O)N2CCc3ccccc3C2)c2ccccc12	-4%	8%	.	-13%	3%	?	-20%[0.074 µM]	?
CCOC(=O)c1cc(-c2ccccc2)sc1NC(=O)CCN1C(=O)c2ccccc2C1=O	-4%	-5%	-18%	-26%	-11%	?	17%[10 µM]	9%
Cc1cccc(C)c1NC(=O)CSc1ncnc2nc[nH]c12	8%	-1%	2%	2%	-23%	6%	17%[10 µM]	-5%
